CHO parental Ca – ATP-evoked calcium signal inhibitors, parental CHO, primary screen, counter-screen for OX1R antagonist project, cell-based, fluorescence, Fluo-8 calcium dye; parental CHO-K1, ATP-induced calcium, Fluo-8 fluorescence; inhibition, % at 5.6 µM; 0.63% of 330,000 active;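 active = inhibition above that plate's mean sample inhibition plus 3 SD, cut at about 26% in these data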;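 also: 0% = ATP-challenged DMSO wells and 100% = DMSO wells without ATP; some compounds past the cut are filed as inactive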
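Measured by: calcium-sensitive Fluo-8 fluorescence / Test system: CHO parental line / Controls: ATP-challenged DMSO wells low, unchallenged DMSO wells high / Measure: % inhibition / Compound: single nominal dose of 5.6 µM per compound / Replicates: single well per compound, no replicates / Reagent: ATP as calcium-mobilizing challenge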
CHRM1 PAM – human M1 muscarinic receptor positive allosteric modulators, primary screen, CHO-K1 cells, Fluo-8 calcium fluorescence, 1536-well | Muscarinic acetylcholine receptor M1 (Homo sapiens), P11229 | CHO-K1 hM1, ACh EC20; 0% = ACh EC20, 100% = maximal ACh | activation, % at 3 µM | 0.088% of 360,000 active | AID 588819, 2011; in the data active = activation above about 19%, passing the limit was not always enough
Target sequence (P11229 whole entry, looked up): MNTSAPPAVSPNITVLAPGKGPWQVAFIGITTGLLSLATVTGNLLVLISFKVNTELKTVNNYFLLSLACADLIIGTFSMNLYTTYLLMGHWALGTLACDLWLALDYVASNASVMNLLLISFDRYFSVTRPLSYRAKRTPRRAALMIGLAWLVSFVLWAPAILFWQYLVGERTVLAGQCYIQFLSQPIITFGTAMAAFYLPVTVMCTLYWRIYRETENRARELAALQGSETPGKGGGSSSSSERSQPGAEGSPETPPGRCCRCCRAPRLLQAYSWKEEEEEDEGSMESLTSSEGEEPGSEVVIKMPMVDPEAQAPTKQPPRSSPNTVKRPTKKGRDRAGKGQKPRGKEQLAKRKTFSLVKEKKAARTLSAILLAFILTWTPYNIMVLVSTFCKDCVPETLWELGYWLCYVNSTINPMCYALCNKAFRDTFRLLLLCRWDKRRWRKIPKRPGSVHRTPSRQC
OXTR agonist – human OXTR agonists, primary screen, fluorescence, CHO-OTR cells, Fluo-8 calcium; Oxytocin receptor (Homo sapiens), P30559; Fluo-8 calcium fluorescence; normalized: DMSO 0%, oxytocin 100%; activation, % at 3 µM; 0.32% of 320,000 active; AID 2435, 2010;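 active = activation above the mean of all tested compounds plus 3 SD, cutoff set per screening run, cut at about 20% in these data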;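 also: peak over basal fluorescence ratio from a 100 s FLIPR kinetic read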
TAAR1 antag – human TAAR1 antagonists, primary screen, Fluo-8 calcium fluorescence, CHO RD-HGA16 cells | 1.5% of 360,000 active | Trace amine-associated receptor 1 (Homo sapiens), Q96RJ0 | inhibition, % at 3 µM | antagonist | AID 624466, 2012;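 active = inhibition above a per-plate cutoff, the mean inhibition of test compounds on that plate plus 3 SD, cut at about 49% in these data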;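 also: 0% = DMSO plus EC80 beta-PEA response and 100% = DMSO alone without agonist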
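Material: RD-HGA16 CHO cells with stable hTAAR1 and Gα16; Dosing: single nominal final test compound concentration of 3 µM; Schedule: seeding 17-24 h prior, 75-min 37 °C, 30-min RT dye loading; Detection: kinetic Fluo-8 calcium fluorescence measurement; Measure: % inhibition from peak post-agonist over basal fluorescence ratio; Benchmarks: vehicle and agonist controls.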
CHRM1 agonist – human M1 muscarinic receptor agonists, primary screen, Fluo-8 calcium fluorescence, CHO-K1 cells, HTS; Muscarinic acetylcholine receptor M1 (Homo sapiens), P11229; CHO-K1 hM1, agonist mode; 0% DMSO, 100% acetylcholine EC100; activation, % at 3 µM; 0.33% of 360,000 active;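 active = activation above the run's mean compound activation plus 3 SD, cut at about 16% in these data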;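 also: peak over basal fluorescence ratio within a 140 s kinetic read after compound addition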
V1aR counter – agonists of human V1a receptor, primary screen, counter-screen for OXTR agonist project, fluorescence, CHO-V1R cells; Vasopressin V1a receptor (Homo sapiens), P37288; Fluo-8 calcium fluorescence, agonist mode; 0% DMSO, 100% 3 nM vasopressin; activation, % at 3 µM; 0.25% of 320,000 active;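 active = activation above the mean activation of all tested compounds plus 3 SD, per screening run, cut at about 20% in these data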;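 also: signal is peak over basal fluorescence ratio across a 100 second FLIPR read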
Target sequence (P37288 whole entry, looked up): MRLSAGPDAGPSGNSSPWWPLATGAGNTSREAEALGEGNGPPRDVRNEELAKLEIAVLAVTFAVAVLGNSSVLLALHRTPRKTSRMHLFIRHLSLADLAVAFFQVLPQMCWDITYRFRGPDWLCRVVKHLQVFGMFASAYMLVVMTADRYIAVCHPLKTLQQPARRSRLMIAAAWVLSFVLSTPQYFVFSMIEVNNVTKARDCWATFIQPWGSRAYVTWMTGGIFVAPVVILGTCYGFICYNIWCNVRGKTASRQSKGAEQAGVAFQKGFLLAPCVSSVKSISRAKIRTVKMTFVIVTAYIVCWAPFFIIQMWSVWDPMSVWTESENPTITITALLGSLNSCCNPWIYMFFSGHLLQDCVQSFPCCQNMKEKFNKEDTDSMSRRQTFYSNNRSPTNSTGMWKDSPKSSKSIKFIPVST
M1 antag – human M1 muscarinic receptor antagonists, primary screen, CHO-K1 cells, Fluo-8 calcium fluorescence, 1536-well; Muscarinic acetylcholine receptor M1 (Homo sapiens), P11229; CHO-K1 hM1, ACh EC80 antagonist; inhibition, % at 3 µM; 1.3% of 360,000 active; AID 588852, 2011;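 active = percent inhibition above its own plate's cutoff, namely the mean of that plate's compound wells plus 3 SD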;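 also: peak over basal fluorescence ratio during 140 s after agonist addition; 0% = ACh EC80 plus DMSO and 100% = DMSO alone without agonist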
TAAR1 ag – human TAAR1 agonists, primary screen, Fluo-8 calcium fluorescence, CHO RD-HGA16 cells | vehicle wells 0%, saturating PEA agonist 100% | 0.99% of 360,000 active | Trace amine-associated receptor 1 (Homo sapiens), Q96RJ0 | activation, % at 3 µM;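 active = activation above the mean activation of all test compounds in the run plus 3 SD, cut at about 38% in these data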
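Assay system: CHO-derived RD-HGA16 cells with stable Gα16 and human TAAR1; timing: 17-24 h seeding, 75 min 37 °C dye, 30 min RT; read-out: % activation from peak over basal fluorescence ratio, DMSO-to-PEA scaled; measured by: kinetic Fluo-8 calcium fluorescence; benchmarks: low control DMSO, high control PEA (EC100); doses: 3 µM single concentration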
OXTR potentiator – human OXTR potentiators, primary screen, fluorescence, CHO-OTR cells, Fluo-8 calcium; Oxytocin receptor (Homo sapiens), P30559; Fluo-8 calcium fluorescence, potentiator mode; 0% = oxytocin EC15, 100% = EC100; activation, % at 3 µM; 0.061% of 320,000 active; AID 2445, 2010;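 active = activation above that plate's cutoff, the mean activation of tested compounds plus 3 SD, cut at about 6.6% in these data, passing the limit was not always enough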;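 also: 100% uses oxytocin at 75 nM as the full agonist control; some results filed as inactive read as strong as hits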
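Measured by – Fluo-8 calcium dye fluorescence · Test system – human OTR in CHO cells · Dosing – one concentration, 3.0 µM compound · Controls – EC15 oxytocin alone as 0%, 75 nM oxytocin as 100% · Evaluation – normalized max/min fluorescence ratio, % activation · Timing – 6 min pre-incubation, 100 s read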
* = called active by the depositor; . = no result given.

Fields – CHO parental Ca	CHRM1 PAM	OXTR agonist	TAAR1 antag	CHRM1 agonist	V1aR counter	M1 antag	TAAR1 ag	OXTR potentiator
> CC1=C(C(=O)OCc2ccccc2)C(c2ccc(Br)cc2)NC(=O)N1CCCCCC(=O)O (stereo not drawn)
→ -19	-1	-1.3	6	-3	-0.4	13	12	0
> CCc1ccc(NC(=S)N(CCOC)C2CCN(C(C)=O)CC2)cc1
→ -8	8	-0.3	0	-5	-0.2	-7	-2	-7
> CSCCC(NC(=O)c1ccco1)c1nc2ccccc2[nH]1 (stereo not drawn)
→ 5	8	-0.4	-27	-4	-0.2	-4	0	-5
> CC1CCCC(C)N1C(=O)c1cc(-c2cccs2)on1 (stereo not drawn)
→ -9	10	-1.4	-4	-5	-0.7	-8	22	-10
> CC(=O)c1ccc(OCCCC(=O)OCC(=O)N2CCN(c3ccccc3)CC2)cc1
→ 17	-11	14	18	2	7.3	18	14	-22
> CSCCC(NC(=O)c1ccc(Cl)cc1)C(=O)OCC(=O)NCc1ccco1 (stereo not drawn)
→ -9	2	-0.3	-27	-4	1.0	-6	-2	9
> CCCCn1c(N)c(N(CC(C)C)C(=O)CSc2nn(-c3ccc(F)cc3)c(=S)s2)c(=O)[nH]c1=O
→ .	1	.	-39	-4	.	-2	12	.
> CC(Sc1nnc(C(C)Oc2ccccc2F)o1)C(=O)NCc1ccc2c(c1)OCO2 (stereo not drawn)
→ -19	3	-1.6	-25	-4	-0.2	-3	3	-4
> CCCn1c(SCC(=O)Nc2ccccc2CC)nnc1C(C)C
→ -1	7	-0.5	4	-5	0.2	-4	10	1
> CSc1ncc(CN2CCN(C(C)C)C(CCO)C2)cn1 (stereo not drawn)
→ -2	8	0.5	-14	-7	0.3	-1	0	0
> C[n+]1ccc(/C=N/Nc2nc(Cl)c(C#N)c(Cl)c2Cl)cc1
→ -7	10	0.6	4	-5	1.1	-7	4	-13
> COc1cc(C(=O)N[C@H](C(=O)OCC(=O)NC2CCCCCC2)C(C)C)cc(OC)c1OC
→ -16	7	-2.2	-14	-4	-0.6	-11	1	3
> Cc1cc(C)n2nc(SCC(=O)Nc3c(C)n(C)n(-c4ccccc4)c3=O)nc2n1
→ -8	8	2.8	10	-3	1.3	-10	14	1
> CC(=O)c1sc(NC(=O)CCS(=O)(=O)c2ccc(F)cc2)nc1C
→ .	12	.	-1	3	.	-23	0	.
> CC(CC(=O)O)CC(=O)N1CCN(S(=O)(=O)c2cccs2)CC1 (stereo not drawn)
→ -5	8	0.8	-28	-2	1.5	-9	0	-6
> NC(=O)c1c(-c2ccccc2)oc2ccc(O)cc12
→ -3	9	-0.1	-13	-4	0.8	-13	9	-6
> CN(CCc1ccccc1)Cc1nc(-c2cnccn2)no1
→ -8	9	0.2	-11	-3	0.7	-19	53*	-9
> COc1ccccc1NC(=O)CCSc1nc(C)cc(C)n1
→ 6	7	-0.2	-21	-2	-1.0	2	1	-5
> Cc1ccc(-n2c(SCC(=O)O)nc3sc4c(c3c2=O)C(C)CCC4)cc1 (stereo not drawn)
→ -9	24	1.2	-9	2	0.3	-24	1	-1
> CCc1nc2c(OCC(=O)c3ccc(F)cc3)cccn2c1N(C)C(=O)c1ccccc1F
→ .	-4	.	16	-7	.	-3	3	.
> CC(C)(C)NC(=O)c1cccnc1Sc1ccccc1
→ -14	8	0.2	7	-4	-0.7	-7	-1	4
> O=C(O)C1Nc2c(Cl)cc(Cl)c(Cl)c2C2C=CCC12 (stereo not drawn)
→ -13	4	-0.9	-6	-2	0.1	-15	2	-9
> Cc1nn(C(=O)C2CC2)c(C)c1Sc1ccc(Cl)cc1
→ -4	8	-0.5	-18	-2	-0.4	-7	2	-12
> CN1CC(=O)N2C(c3ccc(Cl)cc3)c3[nH]c4ccccc4c3C[C@H]2C1=O (stereo partly drawn)
→ -19	0	3.1	7	-3	15	0	19	-15
> Cc1[nH]n(-c2ccccc2)c(=S)c1C=Nc1ccc([N+](=O)[O-])cc1
→ 27	5	-1.7	-6	-6	2.3	-7	19	-5
> Cc1nn(C)c(C(=O)Nc2ccn(C34CC5CC(CC(C5)C3)C4)n2)c1[N+](=O)[O-]
→ -29	-9	-2.0	-15	-13	2.8	9	7	-10
> CC(NCC(O)COc1ccc(S(=O)(=O)N2CCOCC2)cc1)c1ccccc1 (stereo not drawn)
→ -12	-5	1.6	-25	-15	1.6	-4	2	-4
> N/C(=N\OC(=O)c1cccc2ccccc12)c1ccncc1
→ -20	13	-2.7	5	-4	-0.8	-25	1	1
> O=C(NCCc1c[nH]c2ccccc12)C1CCN(S(=O)(=O)c2ccccc2)CC1
→ -21	14	4.6	3	0	6.8	-19	5	-12
> Cc1ccc(C)n1-c1nnc(N2CCC(C(=O)N3CCN(C)CC3)CC2)s1
→ -3	-8	0.1	-16	-6	1.3	8	0	-3

Later entries.
Fields – CHO parental Ca	CHRM1 PAM	OXTR agonist	TAAR1 antag	CHRM1 agonist	V1aR counter	M1 antag	TAAR1 ag	OXTR potentiator
> Cc1cccc(N(CC(=O)NCc2ccccc2)C(=O)CCC(=O)Nc2nccs2)c1
→ -27	4	1.0	-15	-4	0.9	-5	6	-9
> O=C(Nc1c[nH]c(=O)[nH]c1=O)c1ccccc1Br
→ 0	5	0.3	-9	-2	0.5	-12	3	2
> CN=C1NN=C(c2cc(C)n(-c3ccc(Cl)cc3)c2C)CS1
→ -18	14	-0.8	-23	-8	-0.3	-5	0	-5
> Cc1ccc(C)c(Cn2nnc(C(=O)Nc3ccc4c(c3)OCCO4)c2N)c1
→ 15	5	39*	67*	28*	29*	8	102*	-21
> O=C(NCCc1ccccc1F)C1CCCN1S(=O)(=O)c1ccccc1 (stereo not drawn)
→ -13	10	0.2	-8	-1	0.0	-30	12	-1
> O=C(CSc1ccccc1)NCc1ccc(F)cc1
→ -4	-5	-1.5	1	-10	0.1	7	-2	6
> COc1ccc2[nH]c3c(c2c1)CCN1C(=O)N([C@@H](C)C(=O)NC2CCCCC2C)C(=O)[C@]31C (stereo partly drawn)
→ -17	2	-1.1	-15	-6	-0.2	1	-1	-7
> O=C(Nc1ccc(N2CCCC2)c(Cl)c1)c1ccc2c(c1)OCCO2
→ -11	-10	-0.7	14	-7	-0.7	-22	1	-6
> O=[N+]([O-])c1ccc2c(c1)-c1ccccc1C2=NO
→ .	11	.	-1	-3	.	-14	1	.
> CCOc1c(Br)cc(CNCc2cccs2)cc1OC
→ -22	-4	-1.2	9	-4	0.1	1	4	0
> O=P(CCO)(c1ccccc1)c1ccccc1
→ -10	-1	1.6	-6	-5	0.6	5	7	-9
> CC1CCN(CCCNC(=O)c2ccc(CS(=O)(=O)Cc3ccccc3F)o2)CC1
→ .	1	.	-7	-5	.	2	5	.
> CN(C)C(=S)Nc1ccc(Cc2ccncc2)cc1
→ -2	10	0.7	1	-7	0.7	-15	0	-1
> COc1cc(C(=O)COC(=O)C2CCCCC2)cc(OC)c1OC
→ -21	5	-1.9	7	-3	-0.3	-7	-1	-5
> CCCn1c2c(c(=N)c3c1CCC3)CCCC2
→ -13	4	0.3	-12	-12	0.1	2	4	-3
> Cc1cnc(C(=O)OCC(=O)Nc2ccccc2[N+](=O)[O-])cn1
→ -12	4	1.2	-12	-1	1.1	-13	4	3
> COCCN1C(=O)N(c2cccc(C)c2)C(=O)C1CC(=O)Nc1ccc(OC)cc1 (stereo not drawn)
→ -11	-6	0.9	-42	-3	0.4	14	6	13
> Cc1cc(C)cc(NC(=S)N2CCC(NC(=O)C3CCCCC3)CC2)c1
→ -19	2	-0.3	11	-4	0.5	-1	-5	1
> O=[N+]([O-])c1ccc(/C=C/c2ccc3ccccc3n2)cc1
→ -10	1	-2.5	3	-9	-0.1	5	1	-22
> CC1OC2(OC1C)C(=O)Nc1ccccc12 (stereo not drawn)
→ 2	1	-0.3	-6	-3	1.1	-14	12	-1
> COc1ccc(S(=O)(=O)NCc2ccccn2)cc1NC(=O)c1ccc(Cl)cc1
→ -12	6	-1.3	-12	-4	-1.3	2	1	0
> C[C@H](CO)N1C[C@H](C)[C@@H](CN(C)Cc2ccccc2)Oc2ccc(NC(=O)Cn3cnnn3)cc2C1=O
→ -13	3	1.8	-13	-3	1.0	-9	4	-2
> Fc1ccc(CSc2nnc(-c3cccnc3)o2)cc1
→ -7	-11	0.1	-2	-5	9.5	-3	9	-8
> Cc1nn(-c2ccccc2)c(N2CCCC2)c1/C=N/NC(=O)c1cc(-c2ccccc2)nc2ccccc12
→ -44	-7	-0.6	38	-5	-1.3	17	6	-7
> CCN(CC)CCNC(=O)c1ccc(NC(=O)c2cccc(S(=O)(=O)N3CCc4ccccc43)c2)cc1
→ .	-26	.	2	-7	.	100*	60*	.
> COc1ccc2c(c1)CC/C(=C\Nc1ccc3c(c1)OCO3)C2=O
→ -22	-10	0.9	31	0	1.3	9	6	-10
> O=C(NNc1ncc(C(F)(F)F)cc1Cl)c1c(Cl)cccc1Cl
→ -17	-1	-2.1	-2	-1	-0.6	1	20	-5
> COc1ccc(-n2c(-c3ccc(Cl)cc3)c[n+]3c2CCc2ccccc2-3)cc1
→ -3	-21	-0.8	5	-13	0.4	18	10	-9
> Cc1cc(OCC(=O)NCc2ccccn2)cc(C)c1Br
→ -18	11	-0.6	.	-4	1.7	-9	.	-11
> O=C(CSc1ccccc1)Nc1ccncc1
→ 1	6	2.1	5	-2	3.9	-8	2	-3

Quoted from the entries so far for reference:
Fields – CHO parental Ca	CHRM1 PAM	OXTR agonist	TAAR1 antag	CHRM1 agonist	V1aR counter	M1 antag	TAAR1 ag	OXTR potentiator
> O=C(NNc1ncc(C(F)(F)F)cc1Cl)c1c(Cl)cccc1Cl
→ -17	-1	-2.1	-2	-1	-0.6	1	20	-5
> COc1ccc(-n2c(-c3ccc(Cl)cc3)c[n+]3c2CCc2ccccc2-3)cc1
→ -3	-21	-0.8	5	-13	0.4	18	10	-9

This is a random part of the collection; any-hit rate near 3.7%.
